Cneo AK release = Cryptococcus neoformans lysis via adenylate kinase release; C. neoformans lysis, adenylate kinase release luminescence, 4 h; normalised: neutral wells 0, clomiphene wells 100; lysis activity, % at 15 µM; actives 0.2% (n = 360,000); AID 651654;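 active = mean lysis activity across replicates of at least 80%, whatever share of replicates individually reach that level; inactive = mean lysis activity below 80%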
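Material: C. neoformans cells; Schedule: 4 h static compound exposure, 37 °C, read 1 h post-reagent; Measured by: adenylate kinase release luminescence; Read-out: signal increase indicating cell lysis; Controls: Clomiphene as positive lysis control.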
FN deposition inh = fibronectin deposition inhibition; AH1F fibroblasts, Alexa488-fibronectin deposition fluorescence, overnight; inhibition, % at 12.6 µM; actives 0.086% (n = 350,000);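 active = mean inhibition across replicates of 30% or more, regardless of how many single replicates reach that level; inconclusive = mean under 30% yet at least half of replicates reach 30%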;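 also: positive control wells lacked labelled fibronectin entirely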
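Schedule: 1 h cell adhesion before compound, then overnight fibronectin incubation; test system: AH1F fibroblast monolayer depositing Alexa488-labelled fibronectin into matrix; quantity: 10000 AH1F cells per well; probe or stimulus: fluorescent fibronectin at 24 nM final; signal: fluorescence, ex 485 nm, em 525 nm; evaluation: percent inhibition as loss of matrix-bound fibronectin fluorescence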
CFTR F508del cor = CFTR F508del correction in bronchial cells | CFBE cells, YFP halide quenching; stimulated with forskolin plus potentiator P3; % fluorescence drop versus neutral controls | activity (quench increase), % at 7.58 µM | actives 0.36% (n = 350,000);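 active = mean added fluorescence quench of at least 8% versus neutral control, with both replicates also reaching 8%; inconclusive = only one of the mean or replicate conditions met; inactive = mean below 8% and not both replicates reaching 8%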;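 also: cells transiently co-express mutant CFTR-F508del with the halide-sensitive YFP; corrector assay measuring rescue of mutant channel to the surface after 24 h compound exposure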
miR122 inh = miR-122 inhibition in Huh7 cells; Huh7 miR-122 Renilla luciferase sensor, 48 h; neutral wells = 0, positive control = 100; activation (reporter increase), % at 12.5 µM; actives 0.3% (n = 340,000);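 active = mean replicate activation score at least 90 and every replicate individually at or above 90; inconclusive = only one of the two criteria met; inactive = neither criterion met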;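 also: higher luciferase means less miR-122 activity so hits act as miR-122 inhibitors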
C2C12 statin = suppressors of simvastatin-induced myotoxicity in C2C12 myotubes | actives 0.78% (n = 330,000) | rescue of ATP level, % at 7.49 µM | AID 602340 | ATP luminescence, 48 h; scaled: DMSO 0, geranylgeraniol control 100;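 active = mean ATP rescue above about 67%, or every replicate alone reaching that limit, limit read from the data, passing the limit was not always enough; inconclusive = no clear call, values can overlap the other calls; inactive = mean under the limit and some replicate under it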;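 also: myotubes were challenged with 10 µM simvastatin during compound exposure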
PGC1a acetyl inh = modulators of PGC1a acetylation; U2OS PGC1a acetylation, AlphaScreen anti-acetyl-lysine; with virally co-expressed GCN5 acetyltransferase; inhibition, % at 15.6 µM; actives 0.17% (n = 350,000); AID 651687;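 active = every replicate shows inhibition of at least 40%; inconclusive = mean inhibition at least 40% but some replicate below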;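 also: 0% = neutral control wells and 100% = positive control wells; some results beyond the cut were filed as inactive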
GSIS activator = GLuc luminescence reporter in INS-1E cells, primary screen for activators of glucose-dependent secretion of insulin; actives 0.61% (n = 370,000); activation, % at 16.6 µM; INS-1E GLuc reporter insulin secretion, 2-3 h;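 active = lowest replicate activation of at least 40%, so every replicate reaches that level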;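 also: 0% = median of neutral control wells and 100% = median of IBMX positive control wells; some compounds called inactive have numbers as strong as hits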
PglD inh = PglD (C. jejuni) enzyme inhibition | purified PglD enzyme, DTNB colorimetric CoA detection | inhibition, % at 12.5 µM | actives 0.098% (n = 360,000) | AID 602405; in the data active = inhibition above about 16%, passing the limit was not always enough; inconclusive = no clear call, values can overlap the other calls; also: strong numbers were not always called active
* hit, by the source's call; ? = inconclusive; / = no result given; & = joins results of further samples; [ ] = another dose, or the depositor's remark.

SMILES	Cneo AK release	FN deposition inh	CFTR F508del cor	miR122 inh	C2C12 statin	PGC1a acetyl inh	GSIS activator	PglD inh
CC(C)NC(=O)Nc1ccc2c(c1)C(=O)N([C@@H](C)CO)C[C@@H](C)[C@@H](CN(C)Cc1ccncc1)OCCCC[C@@H](C)O2	0	/	-1.1	-2[16.7 µM]	/	11	12	1
CCOC(=O)n1cc(C(=O)c2ccccc2O)cn1	0	0	-1.3	/	1	/	-4	1
CCOC(=O)c1c(CN2CCOCC2)n(C)c2cc(Br)c(O)c(CN(C)C)c12	2&-2	-7&-4	-0.6	4&-2	-21&2	-16&-25	-39	3
CCNc1ccc(S(=O)(=O)N(C)C)cc1NCC(=O)Nc1ccc(F)c(Cl)c1	4	-1	/	?	/	0	-12	-5
O=C(C[C@@H]1C=C[C@H](NC(=O)NC2CCCCC2)[C@H](CO)O1)NCc1ccc(Cl)cc1	3	/	0.2	/	8	-2	-11	-2
COc1ccc(S(=O)(=O)N(C)C[C@@H]2Oc3ccc(NC(=O)Nc4c(C)noc4C)cc3CC(=O)N([C@H](C)CO)C[C@@H]2C)cc1	-1	/	-5.3	4[16.7 µM]	9	-1	37	1
COc1ccccc1NC(=O)C(C)OC(=O)C1CCN(S(=O)(=O)c2ccccc2C(F)(F)F)CC1 (stereo unspecified)	-2	-2	-3.1	0	4	-12	/	9
CN1CCC[C@H]1CCNc1ccc2c(=O)c3ccccc3n(C)c2c1	0	/	-0.6	-4	-8	0	-3	0
Fc1ccc(C2=Nn3c(Cc4ccccc4F)nnc3SC2)cc1	-2	/	/	-6	10	-5	/	-3
CNC[C@H]1Oc2ccc(NC(=O)NC(C)C)cc2CC(=O)N([C@@H](C)CO)C[C@H]1C	0	/	-0.3	-7[16.7 µM]	5	10	-1	-7
CCCNC(=O)[C@@H]1[C@@H](CO)[C@@H]2Cn3c(ccc(-c4ccccc4)c3=O)[C@@H]2N1CC	-3	/	-1.3	-1[16.7 µM]	-15	/	-7	-7
COc1ccc(NC(=O)c2c(F)c(F)c(F)c(F)c2F)cc1Cl	3	/	/	-28	7	7	/	7
CO[C@@H]1CN(C)C(=O)c2ccc(NS(=O)(=O)CC(F)(F)F)cc2OC[C@H](C)NC[C@H]1C	-3	1	-1.1	/	-5	22	-5	-3
CCOc1ccc(-c2n[nH]c(C)c2Oc2ccc(OC)cc2)c(O)c1	-4	/	/	-5	-15	-18	/	-5
COc1ccc2c(c1OC)C(=O)OC2N1C(=O)CC[C@H]1C(=O)Nc1ccc(F)cc1F (stereo partly specified)	2	/	3.0	-5	-5	-2	7	-1
COc1cc2ncc(C(=O)c3ccccc3)c(N3CCN(Cc4ccccc4)CC3)c2cc1OC	-8	3	0.4	-3	-9	-14	7	2
COc1ccccc1C(CCNCc1ccc(N(C)C)cc1)c1ccc(OC(C)C)cc1 (stereo unspecified)	16	-2	-1.1	/	8	-11	-34	2
Cc1cnc(C(=O)OC(C)C(=O)NCc2ccccc2)cn1 (stereo unspecified)	1	-1	-3.9	3	1	/	59*	-3
CC(=O)N(C)C[C@H]1Oc2cc(-c3ccc(C)cc3)ccc2S(=O)(=O)N([C@H](C)CO)C[C@H]1C	8	/	1.7	-15[16.7 µM]	-19	2	0	1
Cc1ccc(C)c(NS(=O)(=O)c2cc(C(=O)N3CCc4ccccc4C3)ccc2Cl)c1	0	/	1.9	14	11	-10	-23	6
O=C(OCC(=O)N1CCc2ccccc2C1)c1ccc(OC(F)F)cc1	2	5	1.1	-8	-7	-1	/	-1
Cc1noc(C)c1NC(=O)N(C)C[C@H]1OCCCC[C@H](C)Oc2ccc(NS(=O)(=O)c3cn(C)cn3)cc2C(=O)N([C@@H](C)CO)C[C@@H]1C	-2	/	-2.2	7[16.7 µM]	15	9	-3	1
Cc1csc(SCC(=O)Nc2ccc(F)cc2Cl)n1	0	-10	-0.5	/	1	/	4	3
COC(=O)CSc1nc2c(c(=O)[nH]c(=O)n2C)n1CCC(C)C	0	/	/	-5	-6	-7	/	-6
CNc1cncc(-c2ccccc2NC(C)=O)n1	5	/	-0.9	-8	-13	-4	5	-4
COc1ccc(-c2c(C)c3ccc(O)cc3oc2=O)cc1	0	-2	0.6	/	-3	/	28	1
COc1ccc(N2CC(C(=O)N[C@H](C(=O)NC3CCCCC3)C(C)C)CC2=O)cc1 (stereo partly specified)	0	13	-0.7	-1	3	-5	13	3
CN(CC(=O)Nc1ccccc1Br)C(=O)CCC1CCCC1	0	16	-0.1	/	1	/	-12	3
C[C@H](CO)N1C[C@H](C)[C@H](CN(C)CC2CCCCC2)Oc2ccc(NC(=O)C3CC3)cc2CC1=O	0	/	-0.6	-3[16.7 µM]	15	0	12	2
COc1ccc(S(=O)(=O)N(C)C[C@@H]2Oc3c(NC(=O)c4ccc(-c5nccs5)cc4)cccc3C(=O)N([C@H](C)CO)C[C@@H]2C)cc1	2	10	2.1	-1[16.7 µM]	/	15	-16	1
O=C(Nc1ccccc1N1CCN(C(=O)c2ccc(Cl)cc2)CC1)c1cccnc1	0	9	/	-31	-2	-13	/	3
CC(=O)c1ccccc1NC(=O)COC(=O)c1cc2ccccc2[nH]1	-1	2	0.4	4	-6	10	-13	4
COC(=O)C1CCCN1C(=O)c1cccs1 (stereo unspecified)	1	/	/	-5	-15	15	/	-3
COc1ccc(NC(=O)NC(C)c2ccc3c(c2)OCO3)cc1OC (stereo unspecified)	0	2	2.9	-10	5	0	2	-3
COCC(=O)N1CCC(Oc2ccc(C(=O)N(C)CCCC3CCCC3)cc2)CC1	0	1	1.6	1	54	/	-3	5
CC1CCN(C(=O)COC(=O)c2cc(S(=O)(=O)N3CCOCC3)ccc2Cl)CC1	3	1	-2.0	-1	8	-4	-4	2
COC(=O)c1ccc(CN2CC(=O)N3[C@@H](CO)[C@@H](c4ccc(-c5cccnc5)cc4)[C@@H]3C2)cc1	/	-5	-2.4	/	/	-3	1	/
CC(C)c1nnc(NC(=O)c2ccc3ccccc3c2)s1	-3	-4	1.7	-5	5	-6	-4	4
CC(C)(C)OC(=O)NCCc1nnc(SCC(N)=O)o1	-1	11	/	-3	0	2	/	3
CC(C)(C)C(=O)OCc1nc(-c2ccc3c(c2)OCCO3)cs1	-5	-2	-1.1	-1	-4	-4	-9	-4
COC(=O)c1cc(=O)n(Cc2cccs2)c(=Nc2ccccc2)s1	/	-3	0.1	3	11	/	6	/
C=C1N(C)c2cc([N+](=O)[O-])c(N)cc2C1(C)C	/	5	2.5	/	/	16	-16	/
O=C(CC1C(=O)NCCN1Cc1cccc(F)c1)NCCCOc1cccnc1 (stereo unspecified)	6	-14	-2.8	-2	-6	-12	1	-4
COc1ccc(-n2ncc3c2CC(C)(C)CC3NC(=O)c2ocnc2C)cc1 (stereo unspecified)	5	9	3.7	-1	-6	/	12	-1
O=C(NCc1ccccc1)NC1(C(=O)N2CCCC2)CCCCC1	3	8	/	4	/	2	3	5

The closing 3 entries of the section before are carried over, then new ones follow.
SMILES	Cneo AK release	FN deposition inh	CFTR F508del cor	miR122 inh	C2C12 statin	PGC1a acetyl inh	GSIS activator	PglD inh
O=C(CC1C(=O)NCCN1Cc1cccc(F)c1)NCCCOc1cccnc1 (stereo unspecified)	6	-14	-2.8	-2	-6	-12	1	-4
COc1ccc(-n2ncc3c2CC(C)(C)CC3NC(=O)c2ocnc2C)cc1 (stereo unspecified)	5	9	3.7	-1	-6	/	12	-1
O=C(NCc1ccccc1)NC1(C(=O)N2CCCC2)CCCCC1	3	8	/	4	/	2	3	5
CCCN(CC(=O)Nc1ccccc1C)C(=O)c1ccc(C2SCCS2)cc1	2	/	-0.1	/	-1	-2	10	2
COc1ccc(NC(=O)Nc2ccc3c(c2)[C@H]2C[C@@H](CC(=O)N(C)C)O[C@H](CO)[C@H]2O3)cc1	3	-18	0.9	-1[16.7 µM]	-3	8	4	-4
COc1cc(OC)cc(C(=O)NCC(=O)OCC(=O)c2ccc3c(c2)-c2ccccc2C3)c1	/	7	-0.9	1	2	10	10	/
O=c1c2nccnc2[nH]c(=S)n1Cc1ccccc1Cl	/	-1	-3.1	-2	9	-5	2	/
CCOC(=O)C1=C(C)N(Cc2ccccc2)C(=O)NC1c1ccc(OC)cc1 (stereo unspecified)	1	6	/	2	8	2	/	0
O=C(CCC(=O)Nc1ccc(Cl)cc1Cl)NNC(=O)[C@@H]1CCCC[C@@H]1C(=O)O	-4	4	/	0	/	/	4	-16
Cc1ccc(NS(=O)(=O)c2cccc3nsnc23)cc1	/	0	-1.4	/	/	6	-42	/
Cc1cccc(C)c1NC(=O)CC(C)c1ccccc1 (stereo unspecified)	4	7	0.1	-1	7	-8	/	-4
Cc1ccc(S(=O)(=O)N(C)C[C@@H]2OCCCC[C@@H](C)Oc3ccc(NC(=O)Nc4ccc5c(c4)OCO5)cc3C(=O)N([C@@H](C)CO)C[C@H]2C)cc1	-1	-8	-1.0	-6[16.7 µM]	/	-7	10	-10
C[C@H](CO)N1C[C@H](C)[C@@H](CN(C)Cc2ccc(Oc3ccccc3)cc2)Oc2ccc(NC(=O)Cc3cn(C)c4ccccc34)cc2CC1=O	1	/	-4.9	-3[16.7 µM]	114*	-20	2	2
COc1ccc(-c2cc(C(=O)N(C)Cc3ccccc3F)c3ccccc3n2)cc1OC	1	9	-0.9	?	43	3	40	1
COCC(=O)Nc1ccc2c(c1)OC[C@H](C)N(C(=O)c1cnccn1)C[C@@H](C)[C@H](OC)CN(C)C2=O	-5	11	-1.2	/	4	0	1	4
CC(=O)N1CCc2cc(S(=O)(=O)NC(C(=O)N3CCN(c4ccccc4F)CC3)C(C)C)ccc21 (stereo unspecified)	1	-1	3.7	/	-1	4	4	-1
CCS(=O)(=O)Nc1cccc(C2=NN(C(C)=O)C(c3cccs3)C2)c1 (stereo unspecified)	-1	5	0.3	-2	1	-8	22	-2
CCN(CC)S(=O)(=O)c1ccc2[nH]cc(C(=O)NCCCN3CCCCC3)c(=O)c2c1	0	2	2.1	-5	/	0	/	5
COCCCN1CCN(C2Cc3ccccc3Sc3ccc(Cl)cc32)CC1 (stereo unspecified)	16	-1	/	4	/	-6	-9	12
CCOC(=O)C1CCN(S(=O)(=O)c2ccc(Cl)nc2)CC1	-6	4	0.9	-4	/	12	-23	7
COc1ccc(C(=O)NCC(=O)OCC(=O)Nc2c(C)n(C)n(-c3ccccc3)c2=O)cc1	3	-2	/	-2	7	36	/	-1
COc1ccc(C)cc1S(=O)(=O)Nc1cccc(C)c1	/	-3	1.5	/	/	-3	11	/
CCc1cc(C(=O)NNC(=S)Nc2ccccc2C)cs1	-9	8	/	-9	1	-8	/	-1
NS(=O)(=O)c1ccc(CCNC(=O)c2ccc(Cl)nc2)cc1	3	-2	2.6	-2	7	/	8	-5
Cc1ccc(C(=O)NNC(=O)c2ccccc2)cc1S(=O)(=O)N1CCCCC1	-5	-1	-0.7	/	3	1	-4	-2
C#CCOc1ccc(C2C3=C(CC(C)(C)CC3=O)N(CC(=O)O)C3=C2C(=O)CC(C)(C)C3)cc1OC	1	18	-0.7	0	-11	1	1	-8

High-throughput results from PubChem BioAssay.
